Source: PubChem BioAssay (several laboratories)
bCat nuc transl = beta-catenin nuclear translocation modulation | 190,000 compounds, 0.3% hits | HeLa beta-catenin nuclear translocation, immunofluorescence imaging | nuclear translocation activity, % at 5 µM | AID 1665;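 active means nuclear translocation activity above 50% at 5 µM, with a well cell count of 50 or more; inconclusive means wells under 50 cells across six images, flagged as toxic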;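 further: per-cell ratio of nuclear to cytoplasmic median beta-catenin stain intensity; plate controls were DMSO negative control for no effect and GSK-3 inhibitor IX positive control for full effect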
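Signal – beta-catenin immunofluorescence imaging with DAPI · Test system – human HeLa cell line · Dosing – 5 µM primary single dose, 0.1% DMSO, 0.02–20 µM confirmation series · Measure – % activation, nuclear-to-cytoplasmic median beta-catenin signal ratio per cell · Incubation – 24 h compound exposure at 37°C, 5% CO2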
P. falciparum M17LAP = P. falciparum M17LAP inhibitors, primary screen, biochemical, fluorogenic H-Leu-NHMec substrate, 1536-well (AID 1619); recombinant M17LAP, H-Leu-NHMec fluorogenic kinetic assay; higher % means a stronger effect; one-dose inhibition, % at 30 µM; IC50 in µM for titrated hits; 220,000 compounds, 0.38% hits;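 active means compound inhibiting the enzyme by more than half at any dose during confirmatory dose-response retesting; inconclusive means strong single-dose inhibitors picked by rank but not retested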;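 further: plate controls were full reaction with DMSO carrier for no effect and no enzyme background for full effect; strong numbers were not always called active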
M1AAP inhibition = malaria alanyl aminopeptidase activity blockers – biochemical, fluorogenic H-Leu-NHMec substrate, 1536-well (AID 1445) | recombinant M1AAP, H-Leu-NHMec fluorogenic kinetic assay; higher % means a stronger effect | inhibition, % at 30 µM; hits with a dose series show IC50 in µM | 220,000 compounds, 0.42% hits;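 active means primary inhibition above the hit cutoff, then over 50% inhibition at one or more dose response concentrations, cut at about 23% in these data, passing the limit was not always enough; inconclusive means conflicting primary data, or primary hits not chosen for dose response; inactive means low primary inhibition, or under 50% at every dose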;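 further: plate controls were DMSO full reaction for no effect and no enzyme background for full effect; strong numbers were not always called active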
MT stabilizer = stabilizes microtubules in HeLa cells | 200,000 compounds, 0.83% hits | % tubulin-high responders, % at 10 µM | HeLa tubulin immunostaining HCS, 24 h; share of cells brighter than vehicle mean+2SD;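 active means plate Z-score above 3 for both tubulin-high and condensed-nucleus cell shares, with cell loss under 80%, at 10 µM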;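 further: anti alpha tubulin signal scored within the nucleus-defined area of each cell; some results filed as inactive read as strong as hits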
Autophagy mod = alters autophagy in cells; MEF GFP-LC3 puncta imaging; test concentration mostly 10 µM; calls only at 10 µM (by protocol); 190,000 compounds, 0.98% hits;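 active means percentage of spot-positive cells more than 3 SD above its plate mean, without a fluorescence outlier flag or 80% toxicity; inconclusive means no clear call, values can overlap the other calls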;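 further: spot-positive cell cutoff set from DMSO-treated cells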
Yfh1-depleted yeast = enhancers of respiration in Yfh1-depleted yeast, dose response, Friedreich's ataxia, plus single-dose screen (AID 1465). S. cerevisiae Yfh1-off respiration, WST-1 reduction, 72 h; higher fold induction means a stronger effect. fold induction at 50 µM; hits with a dose series show EC50 in µM. 220,000 compounds, 0.074% hits;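 active means fold induction of absorbance versus untreated yeast above a set limit, then at least 30% activation at any dose in follow-up; inconclusive means repeats straddling the limit, or above it without dose testing; inactive means fold induction below the set limit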;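 further: activators that raise dye reduction in frataxin-depleted yeast; strong numbers were not always called active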
WT yeast gro inh = growth inhibition of WT yeast, mitochondrial fusion screen; mitochondrial fusion phenotypic screen, WT strain; inhibition, % at 10 µM; 190,000 compounds, 2.1% hits; in the data active means inhibition above about 58%; tested in S. cerevisiae
T cell HTS = T cell immune modulation candidate; 2C CD8+ T cell-vesicle binding, flow cytometry; stronger effect = lower value; 330,000 compounds, 0.068% hits; calls only at 7 µM;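 active means response, share of CD8 T cells binding vesicles, and their 90th percentile fluorescence all below set limits, cut at about 80% in these data, passing the limit was not always enough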
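Read-out – percent CD8+ FL2 mean versus row control · System – murine 2C transgenic CD8+ T lymphocytes · Times – 1.5 h cell–vesicle binding at 37 °C, then 20 min icy labelling · Control set – naked vesicles low, QL9 vesicles with vehicle high · Detection – cytometric PE anti-B7-1 and Alexa647 anti-CD8 signals after 1% paraformaldehyde fixation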
Dynein transport = dynein cargo transport inhibition | 3617.4 mouse cells, GR-EGFP nuclear translocation imaging; test concentration mostly 20 µM; stimulated with dexamethasone, 1 µM; stronger effect = lower value | z-score, hits read low | 220,000 compounds, 0.47% hits;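 active means plate z-score of nuclear minus cytoplasmic receptor signal below a set negative limit, without overly bright fluorescence or cell loss, cut at about -3.5 in these data, passing the limit was not always enough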;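 further: z-score of nuclear minus cytoplasmic ring GR-EGFP intensity difference per well; some compounds called inactive have numbers as strong as hits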
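Buffer or medium: tet-free medium with charcoal-stripped serum / Also added: dexamethasone agonist, 1.0 µM final, for 30 min / Timing: induction 48 h, compound 1 h, agonist 30 min / Measured by: high-content fluorescence imaging after fixation / Read-out: nuclear-to-cytoplasmic GR-EGFP distribution per well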
WT yeast gro inh mutant strain = further read-out of WT yeast gro inh, marked with its call; inhibition, %; mitochondrial fusion phenotypic screen, mutant strain inhibition
Dynein transport cytoplasmic EGFP = also measured in Dynein transport; calls as there; z-score; measured here: cytoplasmic GR-EGFP intensity; stronger effect = higher value
Dynein transport nuclear GR-EGFP = second read-out of Dynein transport, no call of its own (marks repeat the call); z-score; measured here: nuclear GR-EGFP intensity;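 lower value marks the stronger effect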
Dynein transport cell count = recorded beside Dynein transport, whose call it bears; z-score; measured here: cell count per field
bCat nuc transl cell count 5 µM = further read-out of bCat nuc transl, marked with its call; cell count; measured here: cell count, cytotoxicity flag
T cell HTS vesicle-bound % = also measured in T cell HTS; calls as there; double positive events, %; measured here: CD8+ vesicle-bound cell fraction;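 binding gate set so that unloaded-vesicle control wells show 10% double positive cells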
MT stabilizer Hoechst-high % = also measured in MT stabilizer; calls as there; % Hoechst-high responders; measured here: nuclear condensation Hoechst responders;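 share of cells brighter than vehicle mean plus two SD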
MT stabilizer cytotoxicity % = further read-out of MT stabilizer, marked with its call; toxicity, %; measured here: cytotoxicity by cell density;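 0% = mean cell density of plate MIN control wells and 100% = no cells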
Autophagy mod cell loss 18 h = also measured in Autophagy mod; calls as there; toxicity, %; measured here: cell loss, nuclei count;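 cell loss after 18 h compound exposure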
Starred values were filed as active, the others as inactive; i = inactive; ? = inconclusive; / = no result given.

compound,WT yeast gro inh,bCat nuc transl,MT stabilizer cytotoxicity %,Yfh1-depleted yeast,Autophagy mod cell loss 18 h,WT yeast gro inh mutant strain,M1AAP inhibition,bCat nuc transl cell count 5 µM,P. falciparum M17LAP,Dynein transport cell count,T cell HTS,T cell HTS vesicle-bound %,Dynein transport cytoplasmic EGFP,Dynein transport,Dynein transport nuclear GR-EGFP,MT stabilizer Hoechst-high %,Autophagy mod,MT stabilizer
CCc1cc2ccc(C)cc2nc1SCC(=O)c1ccc(NC(C)=O)cc1,-5,/,4.6,i,-38,-23,5%,/,-7%,0.73,i,38,-0.23,0.17,-0.24,1.3,i,2.9
CC(=O)Nc1ccc(C(=O)NNS(=O)(=O)c2ccc(C)cc2)cc1,20,-1.6,0.1,i,-9,-2,-5%,960,7%,-1.1,i,49,-0.23,2.2,1.6,0.9,i,2.2
CCCCOc1cccc(NC(=O)CSc2nccn2C)c1,12,/,3.8,i,-5,11,-1%,/,-9%,-0.47,i,28,-0.26,-0.23,-0.053,1.1,i,0.8
CCOC(=O)c1ccc(NC(=O)CN(C)S(=O)(=O)c2ccc(Br)s2)cc1,4,-2.3,13,i,16,-19,7%,523,2%,0.22,i,54,-0.2,-0.41,0.66,3.3,i,4.2
CC(=O)Nc1ccc(C2(c3ccc(NC(C)=O)cc3)C(=O)Nc3ccccc32)cc1,-2,-1.3,6.5,i,-19,-1,1%,1170,3%,0.65,i,6,-0.26,0.23,0.28,1.5,i,2.0
CCOC(=O)CSc1nc2c(c(=O)n1-c1ccc(OCC)cc1)SCC2,8,/,0.9,i,-2,16,-1%,/,10%,0.29,i,26,-0.17,0.044,0.02,1.3,i,3.1
CC(C)(C)CN1CCNC(=O)C1CC(=O)NCCc1cnn(-c2ccccc2)c1 (stereo unspecified),13,-3.5,3.6,i,-6,5,-1%,999,12%,-0.27,i,41,-0.071,0.015,0.16,1.0,i,0.9
O=C(Cn1nc(Cc2cccnc2)c2ccccc2c1=O)Nc1cccnc1Cl,-11,-0.7,6.3,i,-8,-2,-9%,1104,3%,0.011,i,55,-0.23,1.3,0.24,2.2,i,3.7
CCN1C(=O)/C(=C\N(C)C)S/C1=N\S(=O)(=O)c1ccccc1,4,-4.3,2.7,i,2,14,10%,1025,14%,0.53,i,47,-0.21,-0.68,-0.54,2.5,i,2.1
O=C(O)c1cccc2[nH]c(C(F)(F)F)nc12,1,-7.1,6.9,i,11,21,9%,874,7%,0.79,i,6,-0.18,-0.66,-0.011,2.4,i,3.8
CCOc1ccc(C2CC(=O)c3c([nH]c(C(=O)OC)c3C)C2)cc1OC (stereo unspecified),12,1.8,6.7,i,0,9,-2%,1146,-3%,0.81,i,38,-0.058,-2.1,-1.1,0.9,i,1.0
COCCn1c(=S)[nH]c2cc(C(=O)N3CCC(C(N)=O)(N4CCCCC4)CC3)ccc2c1=O,9,-1.5,9.7,i,-25,18,1%,1391,10%,-1.2,i,48,-0.26,0.54,0.6,1.9,i,2.5

The closing 4 records of the part before come first, to join the parts:
compound,WT yeast gro inh,bCat nuc transl,MT stabilizer cytotoxicity %,Yfh1-depleted yeast,Autophagy mod cell loss 18 h,WT yeast gro inh mutant strain,M1AAP inhibition,bCat nuc transl cell count 5 µM,P. falciparum M17LAP,Dynein transport cell count,T cell HTS,T cell HTS vesicle-bound %,Dynein transport cytoplasmic EGFP,Dynein transport,Dynein transport nuclear GR-EGFP,MT stabilizer Hoechst-high %,Autophagy mod,MT stabilizer
CCN1C(=O)/C(=C\N(C)C)S/C1=N\S(=O)(=O)c1ccccc1,4,-4.3,2.7,i,2,14,10%,1025,14%,0.53,i,47,-0.21,-0.68,-0.54,2.5,i,2.1
O=C(O)c1cccc2[nH]c(C(F)(F)F)nc12,1,-7.1,6.9,i,11,21,9%,874,7%,0.79,i,6,-0.18,-0.66,-0.011,2.4,i,3.8
CCOc1ccc(C2CC(=O)c3c([nH]c(C(=O)OC)c3C)C2)cc1OC (stereo unspecified),12,1.8,6.7,i,0,9,-2%,1146,-3%,0.81,i,38,-0.058,-2.1,-1.1,0.9,i,1.0
COCCn1c(=S)[nH]c2cc(C(=O)N3CCC(C(N)=O)(N4CCCCC4)CC3)ccc2c1=O,9,-1.5,9.7,i,-25,18,1%,1391,10%,-1.2,i,48,-0.26,0.54,0.6,1.9,i,2.5
CCCOc1ccc(/C=N/NC(=O)c2ccc(Cn3cc([N+](=O)[O-])cn3)o2)cc1,27,-2.8,12,/,12,19,2%,1183,11%,1.5,i,38,-0.26,-0.032,0.1,3.5,i,2.6
Cc1cc(C)cc(OCC(=O)OCC(=O)Nc2ccc(Cl)cn2)c1,-3,/,6.7,i,-2,-2,3%,/,2%,1,i,44,-0.24,-0.59,-0.46,1.4,i,6.2
Cc1cc2c(C)nc(N/N=C/c3ccc(F)cc3)nc2o1,6,-2.0,5.6,i,-16,8,10%,1151,18%,-1.1,i,59,-0.25,0.71,0.6,2.5,i,2.7
CCOc1cc(N2CCOCC2)c(OCC)cc1NC(=O)c1ccc(C)s1,13,0.1,1.1,i,-9,3,6%,900,8%,-1.8,i,27,-0.032,2.8,2.1,1.6,i,1.9
COc1cc(OC)c(N(C)S(=O)(=O)c2cccc(C(=O)OCC(=O)NCc3ccco3)c2)cc1Cl,-16,5.5,1.6,i,-3,-1,1%,1051,2%,0.65,i,35,-0.14,-1.9,-0.83,4.5,i,4.6
Cc1ccsc1C1C2=C(CC(C)(C)CC2=O)Nc2ncnn21 (stereo unspecified),7,0.1,2.0,i,-9,5,7%,1110,16%,0.13,i,30,-0.17,-0.97,-0.45,1.8,i,3.8
Cn1cnnc1SCC(=O)NNC(=O)COc1ccc(Br)cc1,-2,-3.7,3.5,i,9,-16,?,1068,-2%,0.45,i,20,-0.22,0.43,-0.13,1.9,i,1.8
COc1ccc(CN(C(=O)c2cc3ccccc3oc2=O)C2CCCCC2)cc1OC,-3,-1.1,3.8,i,-5,-11,1%,941,7%,-0.58,i,21,-0.24,0.68,-0.27,1.6,i,4.1
CCCCc1[nH]c(=O)c(C#N)c2c1CCCC2,3,/,1.9,i,0,7,-2%,/,6%,-0.7,i,1,-0.26,0.8,0.64,1.9,i,4.9
C=C(C)C1CC=C(C)/C(=N/Nc2ccccc2[N+](=O)[O-])C1 (stereo unspecified),30,-2.1,1.6,i,0,-7,9%,1091,11%,0.31,i,8,-0.27,-0.39,-0.18,2.4,i,2.4
Cc1cc(C)n(/C(=C\N(C)C)C(=O)c2ccc(Cl)cc2)n1,-9,-0.5,7.6,i,-2,9,10%,1103,4%,-0.019,i,46,-0.31,0.46,0.51,2.4,i,5.2
COc1cccc(C2(O)CCN(C(=O)C3CC3)CC2)c1,0,-7.0,9.8,/,5,-1,4%,862,-5%,-0.44,i,36,-0.21,0.02,0.27,2.4,i,3.3
O=C(Nc1nccs1)C1C2/C=C\CCCCC21 (stereo unspecified),12,-1.4,6.9,i,-4,26,10%,1093,-6%,0.56,i,29,-0.0077,-0.18,-0.0027,3.3,i,4.5
COc1ccc(C(=O)O)cc1Nc1cc(C)nc2ncnn12,12,/,6.9,i,/,11,0%,/,7%,-0.13,i,15,-0.23,-0.024,-0.0022,2.3,/,5.6
COc1ccc(/C=C2\SC(=S)N(NC(=O)c3ccncc3)C2=O)cc1OC,-13,0.5,1.6,i,-20,-6,16%,1546,22%,0.23,i,58,-0.29,-0.58,0.054,2.1,i,4.0
COc1cc(C(C[N+](=O)[O-])c2c(-c3ccccc3)cc3ccccn23)cc(OC)c1OC (stereo unspecified),11,-2.0,12,/,3,10,1%,1038,16%,0.35,i,21,0.26,-2.9,-1,0.7,i,3.5
NC(=O)Cn1c(=O)n(CCCC(=O)NC2CCN(Cc3ccccc3)CC2)c(=O)c2ccccc21,6,/,7.7,i,0,2,5%,/,8%,0.57,i,25,-0.29,0.34,0.43,1.0,i,1.0

Record cards (already shown). Values in the order: WT yeast gro inh, bCat nuc transl, MT stabilizer cytotoxicity %, Yfh1-depleted yeast, Autophagy mod cell loss 18 h, WT yeast gro inh mutant strain, M1AAP inhibition, bCat nuc transl cell count 5 µM, P. falciparum M17LAP, Dynein transport cell count, T cell HTS, T cell HTS vesicle-bound %, Dynein transport cytoplasmic EGFP, Dynein transport, Dynein transport nuclear GR-EGFP, MT stabilizer Hoechst-high %, Autophagy mod, MT stabilizer
CCOc1cc(N2CCOCC2)c(OCC)cc1NC(=O)c1ccc(C)s1 reads 13, 0.1, 1.1, i, -9, 3, 6%, 900, 8%, -1.8, i, 27, -0.032, 2.8, 2.1, 1.6, i, 1.9
COc1ccc(/C=C2\SC(=S)N(NC(=O)c3ccncc3)C2=O)cc1OC reads -13, 0.5, 1.6, i, -20, -6, 16%, 1546, 22%, 0.23, i, 58, -0.29, -0.58, 0.054, 2.1, i, 4.0
